Screening data as filed in PubChem BioAssay.
ATG4B inh: ATG4B protease inhibitors, primary screen, biochemical, fluorescence, uHTS. 340,000 tested, 0.51% active. ATG4B cleavage of LC3-PLA2, NBD-HPC fluorescence, 1 h. AID 504462, 2011. inhibition, % at 8.33 µM; in the data active means inhibition above about 40%
Target sequence (Q9Y4P1 whole entry, looked up): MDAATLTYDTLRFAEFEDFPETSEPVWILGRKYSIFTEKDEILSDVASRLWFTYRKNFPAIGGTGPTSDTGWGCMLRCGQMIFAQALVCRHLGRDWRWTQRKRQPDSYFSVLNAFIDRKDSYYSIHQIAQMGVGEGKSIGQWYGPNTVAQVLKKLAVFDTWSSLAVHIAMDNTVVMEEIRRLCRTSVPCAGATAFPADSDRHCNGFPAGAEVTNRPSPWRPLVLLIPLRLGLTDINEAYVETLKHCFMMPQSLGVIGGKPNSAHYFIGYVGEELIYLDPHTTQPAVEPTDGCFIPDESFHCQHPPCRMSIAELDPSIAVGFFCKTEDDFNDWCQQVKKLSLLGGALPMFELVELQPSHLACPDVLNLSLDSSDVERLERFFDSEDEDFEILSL
* = called active by the depositor; & = joins results of further samples. Some of the compounds tested; count on the stated rates, not on these rows.

ATG4B inh	smiles
-2	O=C(O)COc1ccc(/C=N/NC(=O)c2ccc(-c3csc(Nc4ccc(Cl)cc4)n3)cc2)cc1
6	O=C(CCC(C(=O)O)N1C(=O)c2ccccc2C1=O)Nc1ccccc1 (stereo not drawn)
-5	O=C(NCCCc1ccccc1)c1cccc(NC(=O)C2CCCC2)c1
3	OCCNCc1cc(Br)ccc1OCc1ccc(Cl)cc1Cl
4	COCCCn1c(=O)/c(=C/c2ccccc2OC(F)F)s/c1=C(\C#N)C(=O)NCCOC
3	COc1ccc(C(=O)N2N=C(c3ccccc3)CC2(O)C(F)(F)F)cc1 (stereo not drawn)
-2	Cc1noc(C)c1COc1ccc(C(=O)Nc2cccnc2)cc1
-4	CNC(=O)c1cc(NC(=O)N(CCC#N)CCN(C(=O)NC(Cc2ccccc2)C(=O)NC(CC(C)C)C(=O)NC)c2ccccc2)ccc1OC (stereo not drawn)
3	c1ccc(COc2ncnc3c2ncn3CCCN2CCN(c3ccccn3)CC2)cc1
-2	CCn1c(N2CCN(CC(=O)c3ccc(OC)cc3)CC2)nc2ccccc21
3	COc1ccc(NS(=O)(=O)N2CCCCC2)cc1
-5	CCCS(=O)(=O)c1nnnn1-c1cccc(OC)c1
-5	Nc1nc(=S)c2ncn(C3OC(CO)CC3O)c2[nH]1 (stereo not drawn)
0	Cc1ccc(S(=O)(=O)N(C)C)cc1NC(=O)C(C)OC(=O)c1ccc2c(=O)n3c(nc2c1)CCC3 (stereo not drawn)
1	CNc1ncnc(NC)c1[N+](=O)[O-]
5	COc1ccc([N+](=O)[O-])c(O)c1C(C)=O
4	C#CCOCCOCCOCCNc1nc(N2CCN(C(=O)[C@H]([C@@H](C)O)n3cc(CCCCN)nn3)CC2)nc(N2CCN(C(=O)[C@H](C)n3cc(CCC(=O)O)nn3)CC2)n1
-2	CCN(C(=O)COC(=O)CCC(=O)c1ccc(Cl)cc1)c1c(N)n(Cc2ccccc2)c(=O)[nH]c1=O
0	O=C(CCCCn1cnc2c(=S)nc[nH]c21)Nc1ccc(C(=O)O)cc1
6	CSc1c(SCc2ccccc2)cnn(Cc2ccccc2)c1=O
1	COc1ccc2nc3cc([N+](=O)[O-])ccc3c(NNc3ccc([N+](=O)[O-])cc3)c2c1
-2	O=C(CN1CCN(S(=O)(=O)c2ccc(Br)s2)CC1)NC1CCCCC1
-7	CCN(CC(=O)Nc1ccc(NC(C)=O)cc1)C(=O)c1ccc(S(=O)(=O)N2CCCC2)cc1
-8	Cc1nc(NC(=O)c2cnccn2)ccc1Br
-1	CC(=O)Nc1ccc(CCCCc2ccc(NC(C)=O)cc2)cc1
-2	Cc1ccc(S(=O)(=O)c2ccsc2NC(=O)c2ccccc2)cc1
5	COc1cc([N+](=O)[O-])ccc1-c1ccc(C(=O)Nc2ccc(NC(C)=O)cc2)o1
-5	CC1(C)CN=C(c2ccccc2)NC1
-5	COc1ccc(C=CC(=O)c2c(OC)cc(OC)c(OC)c2O)cc1
-14	COc1ccc(C(=O)OCC(=O)Nc2cccc(S(=O)(=O)N3CCCCCC3)c2)cc1[N+](=O)[O-]
14	O=c1c(Cl)c(Cl)cnn1Cc1ccccc1Cl
-19	COc1cc(C(=O)OCC(=O)N2CCN(S(=O)(=O)c3ccc(C)cc3C)CC2)c([N+](=O)[O-])cc1OC
-15	O=C1C=CC(=O)N1c1ccc2c(c1)C(NC(=O)C(F)(F)F)c1ccccc1-2 (stereo not drawn)
-7	CC(C)C[C@@H](CN)NC(=O)c1nc[nH]c1C(=O)N[C@@H](CC(C)C)C(=O)CNC[C@H](C)NC(=O)c1nc[nH]c1C(=O)N[C@@H](CC(=O)O)C(=O)O
4	O=C1CCCN1CC(CN1CCOCC1)Sc1nc2ccccc2c(=O)n1-c1ccccc1 (stereo not drawn)
7	Cc1cccc(-n2c3nc(=O)[nH]c(=O)c-3cc3cc([N+](=O)[O-])ccc32)c1
-9	O=C1C2CCCCN2C(=O)N1CCN1CCN(c2cccc(Cl)c2)CC1 (stereo not drawn)
1	CCOCCOc1cc(NCc2ccccc2)c2ncn(C(C)C)c2c1
18	O=C1C=CC(=O)c2c(O)c(N3CCN(CCOCCO)CC3)c(Br)c(O)c21
2	Cc1ccc(Cl)c(OCCCCN2CCC(C)CC2)c1
-4	CC[C@]12C(=O)N(C)C[C@H]([C@@H]3C(=O)N(C)C(=O)[C@@H]31)N2C(=O)c1ccc(Cl)c(Cl)c1
-7	Nc1ccc(N=Nc2ccccc2)cc1[N+](=O)[O-]
-2	CC1CN(C(=O)[C@@H]2CCCN2S(=O)(=O)c2ccc(Cl)cc2)CC(C)O1 (stereo partly drawn)
-4	CCC(C)NCCOc1ccc(C)cc1[N+](=O)[O-] (stereo not drawn)
0	Cc1csc(N2C(=O)C3C4CCC(O4)C3C2=O)n1 (stereo not drawn)

Compounds shown so far that have a CF3 group (two):
ATG4B inh	smiles
3	COc1ccc(C(=O)N2N=C(c3ccccc3)CC2(O)C(F)(F)F)cc1 (stereo not drawn)
-15	O=C1C=CC(=O)N1c1ccc2c(c1)C(NC(=O)C(F)(F)F)c1ccccc1-2 (stereo not drawn)

(next part)
ATG4B inh	smiles
-6	COc1cc(NS(=O)(=O)c2cc(NC(C)=O)ccc2OC)c(OC)cc1NC(=O)c1ccccc1
0	CCCN1C(=O)/C(=C/c2ccc(OCC(=O)OCC)cc2)NC1=S
-1	CC1CCC(C(O)(C(=O)O)C2CCCCC2)CC1C (stereo not drawn)
4	O=C(/C=C/c1ccc(Cl)cc1)N1CCN(c2ccc([N+](=O)[O-])c(N3CCOCC3)c2)CC1
-7	O=C(Cc1cccc(NC(=O)C2CCN(C(=O)c3ccccc3)CC2)c1)Nc1cccc(C(=O)N2CCOCC2)c1
24	Cc1cc(NCCCCCCCNc2cc(C)nc3cc([N+](=O)[O-])ccc23)c2ccc([N+](=O)[O-])cc2n1
-5	Cc1cccc(NS(=O)(=O)c2ccc(C)c(C(=O)N3CCN(C(=O)c4ccco4)CC3)c2)c1
-4	CN(CC(=O)Nc1ccccc1Br)C(=O)c1ccccc1OCc1ccc(Cl)cc1
3	CN(C)c1ncnc2c1ncn2-c1ccccc1
2	NC(=O)C1(Nc2ccc(Br)cc2)CCCC1
-1	c1ccc2c(c1)Nc1cc3ccccc3cc1O2
-2	CCOC(=O)CSc1nnc(-c2ccccc2)c(-c2ccccc2)n1
18	O=C1C(=Cc2cccn2-c2ccccc2)C(=O)c2ccccc21
-4	Cc1ccccc1N(C(=O)CCC(=O)Nc1ccccn1)C(C(=O)NC(C)C)c1ccc(O)cc1 (stereo not drawn)
5	O=C(O)CC1(C(=O)O)CCCC1
-1	CC(C)(CC1(C)NC(=O)NC1=O)OCc1ccccc1 (stereo not drawn)
-1	Cc1c(N2C(=O)/C(=C/c3ccc(N(C)C)cc3)N(C)C2=S)c(=O)n(-c2ccccc2)n1C
-7	O=C(Nc1ccn(Cc2ccccc2)n1)c1cccc(F)c1
-1	NC(=O)C(CCCCN1CCCCC1)(c1ccccc1)c1ccccc1
-10	CC(CCc1ccccn1)(CCc1ccccn1)C(=O)c1ccccc1
3	Cc1ccc(-c2n[nH]c(=S)nc2-c2ccc(C)cc2)cc1
-2	CCNC(=S)NCC
2	Cc1cn(CC(=O)N2CCN(c3ccccn3)CC2)c(=O)[nH]c1=O
2	CCN(C(C)=O)c1cnc(C=NNC(N)=S)c2ccccc12
0	Cc1cc(C)c2c(n1)sc1c(=O)n(Cc3ccccc3Cl)nnc12
-10	CCCCCCn1c(COc2ccccc2F)nnc1SCC(=O)NC1CCS(=O)(=O)C1 (stereo not drawn)
5&3	CCc1nc(N)nc(N)c1-c1ccc(Cl)c(N=[N+]=[N-])c1
8	Cc1cccc(S(=O)C(c2ccccc2)c2ccccc2)c1 (stereo not drawn)
4	CCOC(=O)c1sc(-c2ccc(OC)cc2)cc1NC(C)=O
0	O=S(=O)(c1ccc(NC(=S)NN=Cc2ccccc2O)cc1)N1CCCCC1
-2	O=C1OC(c2ccccc2)(c2ccc3cc(O)ccc3c2)c2ccccc21 (stereo not drawn)
6	O=C(CCc1ccccc1)N1CCN(C(=O)CCc2ccccc2)CC1
0	O=S1(=O)c2c(F)cccc2OC(COCc2ccccc2)CN1C1CCCC1 (stereo not drawn)
-12	O=S(=O)(Nc1cccc(CCc2ccccn2)c1)c1ccc2ccccc2c1
37	CCS(=O)(=O)C1=NN2C(=N)/C(=C\c3ccc(OCCOc4cccc(OC)c4)c(OC)c3)C(=O)N=C2S1
-16	Oc1ccc2c(c1)c1ccccc1c1ncccc21
13	CCOC(=O)C1(CCOc2ccccc2)CCN(Cc2ccccc2O)CC1
4	O=C1CCCCC1Nc1ccc(Br)cc1 (stereo not drawn)
-2	CCCCCCCCOC(=O)c1cc([N+](=O)[O-])c(Sc2ncnc3nc[nH]c23)c([N+](=O)[O-])c1
3	O=C(CN1CCOCC1)N1CCOCC1
-6	CCC1(CC)C(=O)N(c2ccccc2)C(=N)N(c2ccccc2)C1=O
-1	O=C(Cc1ccc(NC(=O)C2CCN(C(=O)C3CCCC3)CC2)cc1)Nc1cccc(C(=O)N2CCCCC2)c1
41*	c1ccc(-c2ccc(C(c3ccccc3)n3ccnc3)cc2)cc1 (stereo not drawn)
0	CCN(CC)c1ccc(S(=O)(=O)N2CCOCC2)cc1NC(=O)CNCc1cccc(Cl)c1
-4	O=c1c2ccccc2sc2nc(CCl)nn12

Another view of four compounds above.
molecule	ATG4B inh
O=C(Cc1ccc(NC(=O)C2CCN(C(=O)C3CCCC3)CC2)cc1)Nc1cccc(C(=O)N2CCCCC2)c1	-1
CCOCCOc1cc(NCc2ccccc2)c2ncn(C(C)C)c2c1	1
CC(C)C[C@@H](CN)NC(=O)c1nc[nH]c1C(=O)N[C@@H](CC(C)C)C(=O)CNC[C@H](C)NC(=O)c1nc[nH]c1C(=O)N[C@@H](CC(=O)O)C(=O)O	-7
NC(=O)C(CCCCN1CCCCC1)(c1ccccc1)c1ccccc1	-1

Other compounds:
ATG4B inh	smiles
-6	CCC(C)(C)NC(=O)C(c1cccnc1)N(CCOC)C(=O)Cn1nnc2ccccc21 (stereo not drawn)
-12	CC(C)c1cc(CN2C(C)COCC2C)cc(C(C)C)c1O (stereo not drawn)
-3	O=C(Cc1cccc(NC(=O)C2CCCN(C(=O)C3CC3)C2)c1)Nc1cccc(C(=O)N2CCOCC2)c1 (stereo not drawn)
-4	Nc1ncnc2c1CN(Cc1ccccc1)CC2
-1	CN(C)c1ccc(C(O)c2cc3ccccc3s2)cc1 (stereo not drawn)
2	CC1(C(=O)Nc2nc3ccccc3s2)CC1(Br)Br (stereo not drawn)
-8	O=C(NC1=CC(=O)c2ccccc2C1=O)c1ccccc1
-12	COC(=O)c1ccc(-n2cc(-c3ccc(OC)cc3)[nH]c2=S)cc1
-2	CN(CCc1ccccc1)C(=O)c1cccc(NC(=O)Cc2cccc(NC(=O)C3CCN(C(=O)C4CCCC4)CC3)c2)c1
-13	OC12CCCCC1C(c1ccc3c(c1)OCO3)N(Cc1cccc(F)c1)CC2 (stereo not drawn)
8	COc1cc(/C=C2/C(=O)c3cccc([N+](=O)[O-])c3C2=O)c(Br)cc1O
4	COc1ccc(C=NN=C2c3ccccc3-c3ccccc32)cc1OC
-9	CCN(CC(=O)Nc1ccc(OC)cc1)C(=O)c1ccc(OCc2c(C)noc2C)cc1
7	Cc1ccc(S(=O)(=O)Nc2c(C)cc([N+](=O)[O-])cc2C)cc1
3	CCOC(=O)c1cnc(N)nc1-c1ccccc1
-10	Cn1c(CCC(=O)Nc2ccc(S(C)(=O)=O)cc2)nc2cc(S(=O)(=O)N3CCOCC3)ccc21
2	CC(=O)c1ccc(NC(=O)CN2C(=O)/C(=C/C(C)=C/c3ccccc3)SC2=S)cc1
-6	Nc1nc(-c2ccccc2)c(CCCOc2ccc(NC(=O)CBr)cc2)c(=O)[nH]1
-8	O=S1(=O)c2c(Oc3cccc4ccccc34)cccc2OC(COCc2ccccc2)CN1C1CCCC1 (stereo not drawn)
5	O=C(CC(=O)c1ccccn1)c1ccccc1
-7	c1ccc2nc(N3CCOCC3)c(N3CCCC3)nc2c1
5	CCCCn1c(N)c(N(C(=O)CSc2nnnn2-c2ccc(C)cc2)C2CCCC2)c(=O)[nH]c1=O
-3	Cc1cc(=O)oc2c3c(cc(OCC(=O)NCCC(=O)N[C@@H](C)C(=O)O)c12)OC(C)(C)CC3
5	CCOC(=O)c1cc2c(c(-c3ccccc3)n1)[C@H](CCO)N(S(=O)(=O)C(C)(C)C)C2
12	O=C(Nc1cc(Cl)ccc1C(=O)O)c1ccc(CN2C(=O)c3ccccc3C2=O)cc1

Sorted by value in ATG4B inh (rising): some entries from above
ATG4B inh	smiles
-3	Cc1cc(=O)oc2c3c(cc(OCC(=O)NCCC(=O)N[C@@H](C)C(=O)O)c12)OC(C)(C)CC3
5	CCOC(=O)c1cc2c(c(-c3ccccc3)n1)[C@H](CCO)N(S(=O)(=O)C(C)(C)C)C2
12	O=C(Nc1cc(Cl)ccc1C(=O)O)c1ccc(CN2C(=O)c3ccccc3C2=O)cc1
